# SRC2 inh: inhibits human steroid receptor coactivator 2; HEK293 GAL4-SRC2 luciferase reporter, luminescence; 0.17% of 370,000 active; Q15596; inhibition, % at 9 µM; AID 651957;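 active means inhibition above the mean inhibition of all tested compounds plus 3 SD, set per campaign, cut at about 52% in these data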;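 further: 0% = DMSO treated cells and 100% = cells given Gossypol at 36 µM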
# Target sequence (Q15596 whole entry, looked up, the tested form may be a part): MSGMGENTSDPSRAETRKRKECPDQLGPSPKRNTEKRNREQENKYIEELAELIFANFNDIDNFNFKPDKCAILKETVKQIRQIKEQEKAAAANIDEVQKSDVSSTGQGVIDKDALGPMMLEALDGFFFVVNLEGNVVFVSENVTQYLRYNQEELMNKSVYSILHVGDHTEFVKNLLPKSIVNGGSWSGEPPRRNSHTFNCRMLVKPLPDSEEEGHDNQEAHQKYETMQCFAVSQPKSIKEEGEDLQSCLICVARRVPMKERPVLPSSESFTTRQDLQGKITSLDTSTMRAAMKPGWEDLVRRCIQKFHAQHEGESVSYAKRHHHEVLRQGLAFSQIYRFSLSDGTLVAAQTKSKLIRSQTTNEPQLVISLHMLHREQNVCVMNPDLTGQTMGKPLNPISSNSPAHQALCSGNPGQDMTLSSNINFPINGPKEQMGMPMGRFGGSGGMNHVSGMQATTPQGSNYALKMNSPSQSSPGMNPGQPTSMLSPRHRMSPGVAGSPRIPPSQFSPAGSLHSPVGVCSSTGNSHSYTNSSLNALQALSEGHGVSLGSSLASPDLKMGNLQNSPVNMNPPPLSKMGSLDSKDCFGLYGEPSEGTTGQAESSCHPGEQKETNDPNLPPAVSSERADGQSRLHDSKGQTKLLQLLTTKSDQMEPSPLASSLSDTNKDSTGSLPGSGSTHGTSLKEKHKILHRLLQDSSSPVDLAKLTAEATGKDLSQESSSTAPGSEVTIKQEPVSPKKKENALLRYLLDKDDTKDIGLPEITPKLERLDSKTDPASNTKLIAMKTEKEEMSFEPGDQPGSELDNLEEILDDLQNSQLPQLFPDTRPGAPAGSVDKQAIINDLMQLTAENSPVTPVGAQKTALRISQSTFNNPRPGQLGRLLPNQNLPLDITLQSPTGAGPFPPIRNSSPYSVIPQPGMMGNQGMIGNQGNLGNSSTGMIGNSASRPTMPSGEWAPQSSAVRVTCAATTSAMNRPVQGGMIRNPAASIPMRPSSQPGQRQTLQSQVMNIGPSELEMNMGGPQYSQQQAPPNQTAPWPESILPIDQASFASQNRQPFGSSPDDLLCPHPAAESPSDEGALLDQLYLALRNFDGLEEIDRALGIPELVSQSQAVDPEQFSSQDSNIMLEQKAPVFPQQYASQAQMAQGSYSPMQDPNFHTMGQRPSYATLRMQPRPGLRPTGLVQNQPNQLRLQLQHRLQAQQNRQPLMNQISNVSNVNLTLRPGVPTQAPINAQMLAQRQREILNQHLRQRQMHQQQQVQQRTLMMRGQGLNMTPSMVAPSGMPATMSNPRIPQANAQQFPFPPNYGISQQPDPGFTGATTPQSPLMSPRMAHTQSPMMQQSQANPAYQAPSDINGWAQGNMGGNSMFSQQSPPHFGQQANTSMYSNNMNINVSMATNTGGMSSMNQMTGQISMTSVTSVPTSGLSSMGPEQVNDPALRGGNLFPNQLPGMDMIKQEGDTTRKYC
# EBV LMP1 NFkB: reduces LMP1-driven NF-kappaB luciferase signal; inhibition, % at 12.5 µM; 0.69% of 350,000 active; LMP1-induced NF-kappaB luciferase reporter cells, luminescence; in the data active means inhibition above about 41%;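 further: 0% = neutral control wells and 100% = reference inhibitor control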
# KKLEB tox: CF airway cell cytotoxicity counter-screen; KKLEB CF airway cells viability, ATPlite luminescence, overnight; hits give low values; cells stimulated with P. aeruginosa culture filtrate; AID 602141; activity change (cytotoxicity), % at 5 µM; 0.36% of 360,000 active;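 active means corrected activity change at or below -50% at 5 µM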
# TWEAK Fn14 block: blocks TWEAK-Fn14 interaction in a reporter cell assay | AID 1159606 | 2% of 360,000 active | TWEAK-stimulated Fn14 reporter cells, luciferase luminescence, 8 h | inhibition, % at 10 µM; in the data active means inhibition above about 50%
# NCOA3 inh: inhibitors of human steroid receptor coactivator 3 (SRC3) | Q9Y6Q9 | HEK293 GAL4-SRC3 luciferase reporter, luminescence | inhibition, % at 3.6 µM | 0.17% of 360,000 active;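 active means inhibition above a per-campaign cutoff, the mean of all compounds plus 3 SD, cut at about 60% in these data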;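 further: 0% = DMSO-treated cells and 100% = gossypol-treated cells at 36 µM; higher means less SRC3-driven luciferase light from the GAL4 reporter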
# CF NFkB inh: inhibitors of cystic fibrosis induced NF-kB | 0.86% of 360,000 active | inhibition, % at 5 µM | AID 588850 | KKLEB NF-kB-GFP reporter, PAF-induced, GFP fluorescence overnight;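 active means at least 50% inhibition at 5 µM, scaled per plate between neutral and stimulator controls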;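 further: PAF is a Pseudomonas aeruginosa culture filtrate used as stimulus; plate controls were PAF-stimulated DMSO wells for no effect and unstimulated DMSO wells for full effect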
# NR2F2 inh: inhibitors of human COUP-TFII (NR2F2) | P24468 | HEK293T NGFI-A luciferase reporter, luminescence | inhibition, % at 8.6 µM | 0.7% of 370,000 active | AID 686940;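 active means inhibition above a per-plate cutoff, mean inhibition of test wells between control levels plus 3 SD, cut at about 38% in these data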;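 further: cells cotransfected with COUP-TFII expression vector driving the NGFI-A reporter; 0% = median of COUP-TF2 test wells and 100% = reporter-only cells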
# NR5A2 inv ag: NR5A2 inverse agonism in reporter assay; HEK293T StAR-luciferase reporter, LRH-1 transfected, 24 h; inhibition, % at 3.6 µM; 0.13% of 360,000 active; AID 602396;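 active means inhibition above the mean inhibition of all tested compounds plus 3 SD, cut at about 73% in these data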;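 further: 0% = DMSO wells and 100% = reporter-only cells lacking LRH-1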
# TROY NFkB inh: TROY signaling inhibition. Q293 LMP1-TROYcd NF-kB luciferase reporter, 4 h. inhibition, % at 10 µM. 0.98% of 360,000 active. AID 1347056;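 active means compounds whose plate-normalised and pattern-corrected inhibition of the luciferase reporter signal at the single screening dose is 50% or more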
# TRAIL sens C8: sensitizes caspase-8 expressing cells to TRAIL; NB7+C8 cells + TRAIL, ATPlite viability luminescence; inhibition (viability loss, TRAIL sensitization), % at 10 µM; 1% of 360,000 active;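 active means compounds causing at least 50% loss of cell viability in the single-dose screen, relative to plate controls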
# SRC1 inh: human NCOA1 inhibition; HEK293 GAL4-SRC1 luciferase reporter, luminescence; inhibition, % at 3.6 µM; AID 588354; 0.12% of 360,000 active;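 active means inhibition above the campaign mean plus 3 SD, with each screening campaign given its own cutoff, cut at about 60% in these data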;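 further: 0% = DMSO treated cells and 100% = gossypol at 36 µM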
# The depositor's hits bear a star; x = not tested or not shown.
SMILES,SRC2 inh,EBV LMP1 NFkB,KKLEB tox,TWEAK Fn14 block,NCOA3 inh,CF NFkB inh,NR2F2 inh,NR5A2 inv ag,TROY NFkB inh,TRAIL sens C8,SRC1 inh
CCOc1cc(N2CCOCC2)c(OCC)cc1NC(=O)c1cc(S(=O)(=O)N2CCOCC2)ccc1C,-45,3,-4,-13,2,10,6,3,-8,-7,4
CCOC(=O)CSc1nnc(CSc2nc3sc4c(c3c(=O)[nH]2)CCC4)n1C,-24,-2,6,-1,4,10,-8,2,0,8,-4
Cc1noc(C)c1S(=O)(=O)N(C)C[C@@H]1OCc2cnnn2CCCC(=O)N([C@H](C)CO)C[C@@H]1C,12,3,-4,-16,18,1,1,-16,0,10,6
C=CCOc1c(Br)cc(/C=N/NC(N)=O)cc1OC,3,3,0,-9,4,0,11,4,3,-3,-8
CCCSc1nc2c(c(=O)[nH]c(=O)n2C)n1Cc1ccc(C)cc1,8,-1,-5,-18,-1,-14,-6,-6,9,-6,-22
Cc1ccc(C23CC4CC(CC(C(=O)N5CCN(C)CC5)(C4)C2)C3)cc1,-6,-6,8,-13,10,8,12,-11,-1,-6,-28
CC1CCCC(C)N1C(=O)CSc1nc2c(c(=O)n(C)c(=O)n2C)n1C (stereo not drawn),-18,6,-9,15,-3,0,11,-20,13,7,-8
CCC1Oc2ccc(C)cc2N(CC(=O)NC2CCCCC2)C1=O (stereo not drawn),4,6,0,0,1,-1,4,-2,-3,1,11
CCC(C)c1ccc(NC(=O)COC(=O)c2nc3nccc(C)n3n2)cc1 (stereo not drawn),-14,-9,-3,-15,13,13,-13,-17,-4,-3,-9
Cc1c(C(=O)OCCOc2ccccc2)[nH]c2c1C(=O)CCC2,6,6,-8,82*,-71,0,15,-108,66*,21,-64
Cc1ccc(-c2nnn(CC(=O)N(c3cccc(F)c3)C(C(=O)NC(C)(C)C)c3ccco3)n2)o1 (stereo not drawn),11,7,-8,26,-4,17,10,-8,-3,2,-13
COc1ccc(C2CC(=O)C3=C(C2)Nc2ccccc2N(C(=O)C2CC2)C3c2cccnc2)cc1OC (stereo not drawn),-12,2,9,-17,8,-3,-1,3,-12,-14,11
COc1ccc(/C=C/C(=O)Nc2ccccc2Cl)cc1S(=O)(=O)N1CCOCC1,-31,1,-3,-25,5,10,-21,-3,-5,-7,3
O=C1C2CCCN2C(=O)N1CCCCN1CCN(c2cccc(C(F)(F)F)c2)CC1 (stereo not drawn),15,-3,-11,-4,8,20,-7,14,-8,-6,6
COc1ccccc1NC(=O)C(C)NS(=O)(=O)c1ccccc1 (stereo not drawn),-5,5,9,24,13,-21,13,-5,x,3,14
Oc1ccc(/C=C/c2ccc3ccccc3n2)cc1,21,48*,-40,92*,-62,-87,9,-153,74*,72*,-75
CCc1ccc(NC(=O)CCNC(=O)Cn2cnc3ccccc3c2=O)cc1,-42,1,-1,4,-16,3,12,-4,-2,2,4
CCN(CC)S(=O)(=O)c1ccc(N2CCCC2)c(NC(=O)CN2C(=O)NC3(CCCC3)C2=O)c1,-14,-3,-9,0,12,14,-4,14,-16,-1,-1
Cc1nc2ccccn2c1C(=O)NC1CCCC1,-3,-7,7,3,8,-4,0,-16,10,-12,-17
Cc1cc(C)cc(NC(=O)[C@H](NC(=O)[C@@H]2Cc3ccccc3CN2)c2ccccc2)c1,x,-3,-6,-1,-14,2,x,-7,-14,2,4
CCOc1ccccc1-c1nnc(SCC(=O)NC2CC2)n1CC,-1,2,14,6,8,-32,16,-10,-5,-1,13
CC1(C(=O)NCc2ccccc2)Cc2c(-c3ccc(C(N)=O)cc3)ccnc2O1 (stereo not drawn),9,x,-10,8,-8,10,-1,10,-1,26,-1
Cc1ccc(S(=O)(=O)Oc2ccc(/C=C(/NC(=O)c3ccccc3)C(=O)O)cc2)cc1,-12,-1,1,9,-41,12,-22,8,-2,2,-3
Cc1ccc(C(=O)Nc2nccs2)cc1,-38,-10,-2,5,-113,2,-9,-115,-41,24,-105
CCCS(=O)(=O)NCc1ccc2c(c1)cc(C)n2C,-3,-3,0,-22,14,-4,0,-4,5,-6,14
NNC(=O)c1csc(-c2ccccc2)n1,8,1,4,0,2,-17,-9,5,-43,9,-41
CSc1nc2sc3c(c2c(=S)[nH]1)CC(C)(C)OC3,6,-2,24,5,-24,-1,5,8,-27,4,6
Cc1cc(C)nc(NS(=O)(=O)c2ccc(NC(=O)NC3CCCCC3)cc2)n1,-9,2,-3,15,17,-2,-23,-9,-3,-11,-16
O=C(CSc1nnc2c(Cl)cc(Cl)cn12)N1CCOCC1,x,0,-1,-2,6,-14,x,-24,1,-13,8
COc1ccc(CN2C[C@@H](CO)O[C@@H](n3cnc4c(NCCCO)ncnc43)C2)cc1,-37,x,-8,-12,-15,20,18,0,-4,-1,-14
COc1ccccc1CC1S/C(=N/N=C/c2ccco2)NC1=O (stereo not drawn),3,-8,-14,-2,-5,11,6,4,0,-5,2
Cc1ccc(NC(=S)c2ccncc2)cc1,13,-9,4,5,9,-9,-6,-14,-22,-6,1
COc1ccc(C2NC(=S)NC(C)=C2C(=O)Nc2ccccn2)cc1 (stereo not drawn),-12,-3,11,-16,-37,5,-7,-19,-15,3,-32
Cc1ccc(Oc2nnc(-c3ccccc3)cc2C#N)cc1,-13,5,-3,-8,17,13,10,2,-5,-2,-1
CCCCSc1nc2ccccc2[nH]1,-12,-14,-4,-33,-43,-1,-21,-86,-15,-3,-43
Cc1ccc(C2/C(=C(\O)c3c(C)nc4ccccn34)C(=O)C(=O)N2CCN(C)C)o1 (stereo not drawn),18,3,1,17,15,-6,-4,-2,7,-7,-15
Cc1cc(N)n(-c2nc(-c3cccnc3)nc3ccccc23)n1,7,-13,-8,11,-9,-10,-7,24,1,5,-2
Cc1ccc(-c2csc3nc(C(C)C)oc(=O)c23)c(C)c1,-13,6,8,1,23,-10,15,12,6,-9,18
N#Cc1cc(NCC2CCCO2)c([N+](=O)[O-])cc1C#N (stereo not drawn),-9,-3,8,10,-4,-13,-10,11,6,3,-7
Cc1ccc(S(=O)(=O)c2cn(CC(=O)Nc3ccccc3)c3ccc(F)cc3c2=O)cc1,-12,5,-21,-2,22,10,-5,-24,1,19,0
COc1cc(C)ccc1NC(=O)Cc1csc(NC(=O)Nc2ccccc2OC)n1,-22,-3,-2,35,-7,5,-10,-8,21,4,8
CCCCCCc1cc2cc(-c3nnc(-c4ccccc4O)o3)c(=O)oc2cc1O,-8,-8,-66*,55*,19,-34,-12,-7,43,-4,3
COc1ccccc1C(=O)NNC(=S)Nc1ccccc1,-12,-9,-6,3,-19,-7,-18,-13,-14,5,-22
O=C(NCc1cccnc1)c1cccc(NS(=O)(=O)c2ccc(Br)cc2)c1,12,-10,13,17,-8,1,9,12,14,32,6
COc1ccc([N+](=O)[O-])cc1NC(=O)C(C)N(C)Cc1ccc(Br)cc1 (stereo not drawn),16,-4,-8,42,14,12,-7,24,3,19,-2
O=C(Nc1ccc2oc(=O)ccc2c1)c1ccc(-c2ccc(Cl)cc2)o1,-15,-16,-10,-31,1,27,6,0,-15,0,-3
Cc1ccccc1CN1C(=O)CS/C1=N/N=C/c1ccco1,9,-18,-1,7,7,-3,12,3,-11,-15,-59
Cc1cc(F)ccc1S(=O)(=O)N1CCCOC1CNC(=O)C(=O)NCCC1=CCCCC1 (stereo not drawn),-17,-1,-3,-4,4,17,-10,-25,-8,-1,7
O=C(Nc1ccc(NC(=O)c2ccccc2)nc1)c1ccncc1,-33,2,-7,12,-35,2,-15,-52,-32,-8,-26
CC1(C(=O)O)Oc2cccnc2NC1=O (stereo not drawn),-3,6,-4,-16,8,5,5,-5,-1,3,-20
Oc1ccc(CN2CCCCC2)nc1-c1ccccc1,-6,1,-2,0,-3,-1,-6,-6,8,-3,-1
Cc1ccc2cc(C=O)c(Cl)nc2c1,-56,-1,0,-14,14,-1,0,-3,-1,-7,-12
O=C(CCN1C(=O)/C(=C/c2ccccc2Cl)SC1=S)NC1C=CS(=O)(=O)C1 (stereo not drawn),10,-14,-14,42,-32,9,1,2,-39,14,-17
CCOC(=O)C1(Cc2ccc(Cl)cc2)CCN(CCCn2cccn2)CC1,5,2,7,-7,1,9,12,10,-15,3,-36
Cc1ccc(C2SCC(=O)N2Cc2cn3ccsc3n2)o1 (stereo not drawn),20,2,-1,1,20,-4,-5,3,9,-19,9
COc1ccccc1Cc1nc(-c2cccnc2)no1,-11,-17,7,-17,-30,-8,-11,4,-23,7,-17
CC(C)(C)NC(=O)CON=C1c2ccccc2-c2ccccc21,-3,8,-17,32,8,10,22,-13,-1,21,-13
COc1ccc(C(=O)CN2CCN(S(=O)(=O)c3cccc([N+](=O)[O-])c3)CC2)cc1,-16,14,2,-1,6,-6,2,-11,10,3,0
Cc1ccc(NC(=O)CSc2nnc3c(n2)[nH]c2ccccc23)cc1,2,1,-1,8,6,-3,3,1,4,-4,4
Cc1ccc(C(=O)Nc2cc(=O)n(C)c(=O)n2C)cc1C,-18,6,-2,12,-1,3,-1,11,2,-1,-2

# Quoted at random: 3 records from the list
SMILES,SRC2 inh,EBV LMP1 NFkB,KKLEB tox,TWEAK Fn14 block,NCOA3 inh,CF NFkB inh,NR2F2 inh,NR5A2 inv ag,TROY NFkB inh,TRAIL sens C8,SRC1 inh
CC1(C(=O)O)Oc2cccnc2NC1=O (stereo not drawn),-3,6,-4,-16,8,5,5,-5,-1,3,-20
CC(C)(C)NC(=O)CON=C1c2ccccc2-c2ccccc21,-3,8,-17,32,8,10,22,-13,-1,21,-13
O=C(Nc1ccc(NC(=O)c2ccccc2)nc1)c1ccncc1,-33,2,-7,12,-35,2,-15,-52,-32,-8,-26

# Other results follow.
SMILES,SRC2 inh,EBV LMP1 NFkB,KKLEB tox,TWEAK Fn14 block,NCOA3 inh,CF NFkB inh,NR2F2 inh,NR5A2 inv ag,TROY NFkB inh,TRAIL sens C8,SRC1 inh
O=C(c1ccc(F)c(S(=O)(=O)N2CCOCC2)c1)N(CCc1ccccc1)Cc1ccccc1,15,1,2,8,-10,3,23,-14,5,11,-2
COc1ccc(Cl)cc1NC(=O)CN(C(=O)c1ccco1)C1CCCCC1,-7,-5,-10,-24,5,-4,-27,1,-1,-4,7
CCOC1C(=O)NC(=O)N1Cc1ccccc1 (stereo not drawn),-6,4,1,-7,-4,6,1,-2,4,-9,8
c1cc2cn[nH]c2cc1NC1CCCCCC1,5,-23,0,-1,-17,-3,23,9,26,-19,7
O=C(Cn1cnc2c(cnn2-c2ccccc2)c1=O)c1ccc(Cl)cc1,-2,-1,20,-3,5,-32,-7,-15,-9,-11,-6
Nc1c(C(=O)C2CC2)sc2nc(-c3cccs3)cc(C(F)(F)F)c12,1,-5,-2,-38,3,-69,-8,16,-81,-4,8
COc1ccc(OCc2nc3ccccc3n2C(C)C)cc1,6,7,-1,-5,-29,-9,-4,-7,-20,11,-3
O=C1CCCC1C(=O)Nc1ccc2ccccc2c1 (stereo not drawn),-64,-10,-5,-7,-15,-1,-20,-11,-15,14,-14
Cn1c(-c2ccccc2)cnc1SCC(=O)NCc1ccco1,-2,1,9,-16,15,-11,-13,10,-14,8,-5
C#CCNC(=O)C1=C[C@@H](c2ccc(Br)cc2)C[C@@H](OCCCCO)O1,-12,-3,-30,0,2,-8,2,-17,-12,-4,8

# Compound activity as filed in PubChem BioAssay.

# Outcome played no part in choosing rows. Share with any hit: about 4.2%.
